proCasp3 act – procaspase-3 (human) activation. P42574. recombinant procaspase-3 D3A, Ac-DEVD-pNA absorbance 405 nm. activation, % at 8.5 µM. hit rate 0.11% among 330,000. AID 463141;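 active = activation above the mean of all tested compounds plus 3 SD, cut at about 21% in these data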;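 also: 0% = DMSO alone and 100% = DMSO wells spiked with extra 5 µM PC-3 D3A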
Target sequence (P42574 whole entry D9A/D28A/D175A): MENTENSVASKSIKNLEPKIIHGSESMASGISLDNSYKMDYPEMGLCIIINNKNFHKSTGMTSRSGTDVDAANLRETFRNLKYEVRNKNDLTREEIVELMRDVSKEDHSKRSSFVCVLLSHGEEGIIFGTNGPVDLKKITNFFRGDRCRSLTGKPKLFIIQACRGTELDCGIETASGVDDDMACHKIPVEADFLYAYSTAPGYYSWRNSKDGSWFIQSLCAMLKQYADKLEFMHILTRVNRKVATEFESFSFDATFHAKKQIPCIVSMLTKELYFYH
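Assay system – Procaspase-3 D3A mutant, all three cleavage aspartates alanine · Controls – DMSO-only low control, 5 µM PC-3 D3A high control · Schedule – 1 h compound preincubation, 2 h substrate hydrolysis at 25 °C · Signal – 405 nm absorbance of p-nitroaniline, reads at 0 and 120 min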
LAP4-GFP MLPCN – modulators of TOR pathway LAP4-GFP in S. cerevisiae | S. cerevisiae LAP4-GFP multiplex, flow cytometry GFP, 3 h; median GFP as percent of DMSO wells | hit rate 0.34% among 320,000 | GFP response vs DMSO, % at 10 µM;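 active = GFP response vs DMSO above a set limit, about the screen mean plus 3 SD, cut at about 150% in these data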
RPL19A-GFP yeast – modulators of TOR pathway RPL19A-GFP in S. cerevisiae; S. cerevisiae RPL19A-GFP strain, flow cytometry, 3 h; active compounds read low; percent response vs DMSO, % at 10 µM; hit rate 0.3% among 330,000;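 active = percent response vs DMSO below 50%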;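 also: median channel GFP fluorescence of the barcoded RPL19A-GFP strain; ratio of sample median GFP to plate DMSO average so 100% = DMSO; lower means less RPL19A-GFP as with rapamycin TOR inhibition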
proCasp7 act – counter-screen for procaspase-3 activators: activators of human procaspase-7. activation, % at 8.5 µM. recombinant procaspase-7, Ac-DEVD-pNA absorbance 405 nm; D23A/D198A/D206A triple mutant, cannot self-cleave; scale: DMSO 0, 5 µM enzyme 100. hit rate 0.093% among 330,000;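 active = percent activation above the screen-wide mean plus 3 SD, cut at about 25% in these data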
Target sequence (P55210 whole entry D23A/D198A/D206A): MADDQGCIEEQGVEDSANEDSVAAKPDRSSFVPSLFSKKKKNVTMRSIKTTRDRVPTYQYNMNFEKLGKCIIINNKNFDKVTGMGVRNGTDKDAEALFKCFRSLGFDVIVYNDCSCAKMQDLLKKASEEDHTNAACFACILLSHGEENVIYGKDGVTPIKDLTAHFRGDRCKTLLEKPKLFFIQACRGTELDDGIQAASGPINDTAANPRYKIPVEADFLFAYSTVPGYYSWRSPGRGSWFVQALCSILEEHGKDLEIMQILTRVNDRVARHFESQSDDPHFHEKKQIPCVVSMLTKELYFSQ
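Assay system – Uncleavable procaspase-7 mutant enzyme · Quantity – 2 µM procaspase-7 mutant as dispensed · Times – 1 h preincubation, 2 h reaction · Dosing – single nominal 8.5 µM compound dose, 0.8% DMSO final · Buffer or medium – Zinc-free 50 mM HEPES buffer, pH 7.4, with NaCl and Triton X-100 · Detection – Epi-absorbance of released pNA at 405 nm, two timepoints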
AHR activator – human AHR activation | hit rate 2.5% among 320,000 | activation, % at 5 µM | AHR-responsive luciferase reporter cells, luminescence; in the data active = activation above about 47%;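 also: 0% = vehicle wells and 100% = reference agonist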
CR mimetic SO – yeast age-related superoxide inhibition as caloric restriction mimetic; S. cerevisiae aged cells, superoxide DHE fluorescence; active compounds read low; superoxide response (% of plate mean), % at 10 µM; hit rate 0.18% among 330,000; AID 2690;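 active = superoxide response under a set limit, about three screen SD below normal, cut at about 65% in these data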;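 also: yeast aged for seven days with compound at 30 °C before DHE staining; 100% = average MFI of all compound-treated wells on the plate with controls excluded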
GASC-1 inh – blocks human GASC-1 demethylase activity | AID 2099 | Q9H3R0 | inhibition, % at 2.35 µM | GST-JMJD2C(1-420) H3K9me3 demethylation, DELFIA europium | hit rate 0.069% among 330,000;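 active = more than half of a compound's replicate wells show inhibition beyond 50%, single wells judged on their own value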;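 also: signal counts dimethyl H3K9 product captured on neutravidin plate; 0% = median of DMSO wells and 100% = 0.3 times that DMSO median; strong numbers were not always called active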
Target sequence (Q9H3R0 1-420 limits assumed): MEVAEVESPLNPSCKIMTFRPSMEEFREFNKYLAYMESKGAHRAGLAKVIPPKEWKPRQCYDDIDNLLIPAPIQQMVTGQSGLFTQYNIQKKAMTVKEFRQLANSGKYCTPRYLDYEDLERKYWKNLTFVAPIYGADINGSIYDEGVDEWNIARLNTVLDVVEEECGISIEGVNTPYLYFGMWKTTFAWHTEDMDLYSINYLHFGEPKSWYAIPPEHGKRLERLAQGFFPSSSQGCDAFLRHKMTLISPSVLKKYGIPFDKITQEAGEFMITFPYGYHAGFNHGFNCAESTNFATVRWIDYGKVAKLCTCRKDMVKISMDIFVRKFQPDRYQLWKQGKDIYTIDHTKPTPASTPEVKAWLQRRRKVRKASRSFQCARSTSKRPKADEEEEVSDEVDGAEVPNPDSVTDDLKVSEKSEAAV
MEP2-GFP yeast – yeast TOR pathway MEP2-GFP modulation; AID 2016; hit rate 0.51% among 330,000; GFP response vs DMSO, % at 10 µM; S. cerevisiae MEP2-GFP strain, flow cytometry GFP, 3 h; 100% = DMSO control level;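 active = GFP response versus DMSO above a set limit, roughly screen mean plus 3 SD, cut at about 180% in these data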;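 also: median GFP fluorescence of the barcode-gated MEP2-GFP cells per well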
The depositor's hits bear a star; · = no result given. Not a hit list; overall some 3.8% were active at least once.

Each structure is followed by: proCasp3 act	LAP4-GFP MLPCN	RPL19A-GFP yeast	proCasp7 act	AHR activator	CR mimetic SO	GASC-1 inh	MEP2-GFP yeast
> CC(=O)C1C(c2ccc(OC(F)F)cc2)NC(=O)NC1(O)C(F)(F)F (stereo not drawn)
    2	82	96	-1	-2	105	-10	87
> C/C(=N/NC(=O)CNC(=O)c1ccccc1)c1ccc(C)cc1
    -3	89	104	5	43	109	-22	107
> Cc1c(NC(=O)C(C)OC(=O)C23CC4CC(CC(Br)(C4)C2)C3)c(=O)n(-c2ccccc2)n1C (stereo not drawn)
    -2	99	102	3	0	96	-1	100
> CN(C)CCN(Cc1ccco1)C(=O)c1oc2ccccc2c1NC(=O)COc1ccccc1
    -2	98	102	-4	10	94	18	112
> COc1cccc(CNC(=O)COC(=O)CCc2cc(OC)c(OC)c(OC)c2)c1
    10	110	111	3	-1	119	0	115
> CC(=O)c1cccc(N(C(=O)CS(=O)CC(=O)Nc2ccc(F)cc2)C(C(=O)NC2CCCCC2)c2ccc(C)o2)c1 (stereo not drawn)
    1	96	105	-3	1	98	7	106
> COc1ccc(/C=C(\NC(=O)c2ccccc2)C(=O)N2CCN(C)CC2)cc1OC
    2	99	101	0	2	103	15	105
> Cc1cccc(C(=O)OCc2cnc(Cl)s2)c1
    1	93	89	6	-1	91	-5	98
> O=C(Nc1ccccc1O)c1ccc(Cl)cc1
    -3	111	98	15	66*	93	-8	99
> O=C(OCC1OC2C(Oc3nc(=O)ccn32)C1O)c1ccccc1 (stereo not drawn)
    5	98	96	1	1	86	1	105
> Cc1nn(C(C)C(=O)NCc2cccs2)c(C)c1[N+](=O)[O-] (stereo not drawn)
    3	108	96	5	1	109	-2	102
> Cc1cccc(C)c1OCC(O)Cn1nnc2ccccc21 (stereo not drawn)
    -4	114	103	8	-1	93	2	101
> O=C(CCC1N=C2c3ccccc3N=C(SCc3cccc(Cl)c3)N2C1=O)NCc1ccco1 (stereo not drawn)
    4	111	100	1	2	103	-2	102
> COc1cc(C(=O)Oc2cccc(C)c2)cc(OC)c1OC
    6	109	103	-3	-3	114	0	109
> Cc1onc(-c2ccccc2)c1C(=O)OCC(=O)N(CC(C)C)c1c(N)n(Cc2ccccc2)c(=O)[nH]c1=O
    -3	105	91	4	3	100	1	102
> O=C(Nc1ccc(F)cc1)c1cncs1
    -6	95	93	9	11	128	2	97
> Cc1cccnc1NC(N)=S
    -2	111	98	-1	1	98	-8	100
> COc1ccccc1CNC(=O)COC(=O)CSc1ccc(F)cc1
    -6	111	109	8	1	105	3	108
> C=C1[C@@H](O)[C@@H]2O[C@]3(CC[C@H](/C=C/[C@@H](C)[C@@H]4CC(C)=CC5(O[C@H](C[C@@](C)(O)C(=O)OC)CC[C@H]5O)O4)O3)CC[C@H]2O[C@@H]1[C@@H](O)C[C@H](C)[C@H]1OC2(CCCCO2)CC[C@H]1C (stereo partly drawn)
    -4	101	96	-12	-7	113	-5	99
> Cc1cccc(C(=O)Nc2ccccc2SCC(=O)Nc2ccc(C)c(Cl)c2)c1
    1	96	102	-1	5	110	-3	102

Brought forward from above: three compounds; new compounds follow.
Each structure is followed by: proCasp3 act	LAP4-GFP MLPCN	RPL19A-GFP yeast	proCasp7 act	AHR activator	CR mimetic SO	GASC-1 inh	MEP2-GFP yeast
> COc1ccccc1CNC(=O)COC(=O)CSc1ccc(F)cc1
    -6	111	109	8	1	105	3	108
> C=C1[C@@H](O)[C@@H]2O[C@]3(CC[C@H](/C=C/[C@@H](C)[C@@H]4CC(C)=CC5(O[C@H](C[C@@](C)(O)C(=O)OC)CC[C@H]5O)O4)O3)CC[C@H]2O[C@@H]1[C@@H](O)C[C@H](C)[C@H]1OC2(CCCCO2)CC[C@H]1C (stereo partly drawn)
    -4	101	96	-12	-7	113	-5	99
> Cc1cccc(C(=O)Nc2ccccc2SCC(=O)Nc2ccc(C)c(Cl)c2)c1
    1	96	102	-1	5	110	-3	102
> O=C(OCc1nnc(-c2cccs2)o1)c1cccnc1Cl
    5	120	83	-2	0	123	·	130
> COc1ccccc1CNC(=O)CCNS(=O)(=O)c1ccc2c(c1)CC(C)N2C(C)=O (stereo not drawn)
    4	96	96	7	1	100	10	93
> CCC(=O)NC(c1cccs1)c1cc(Cl)c2ccccc2c1O (stereo not drawn)
    9	85	93	2	10	95	5	85
> CCCCn1c(N2CCCC2)nc2c1c(=O)[nH]c(=O)n2C
    -1	96	102	-2	-1	105	-19	109
> O=C(O)c1cnn(-c2nc(-c3ccc(Br)cc3)cs2)c1C(F)(F)F
    2	101	101	4	5	96	-3	101
> O=S(=O)(/C=C/c1ccccc1)N1CCN(Cc2ccc3c(c2)OCO3)CC1
    8	90	92	-9	4	116	-39	93
> CN1CCN(c2ccc(NC(=O)c3ccccc3Br)cc2)CC1
    3	103	97	4	17	98	-1	97
> O=S(=O)(c1ccc(N2CCCC2)nc1)N1CCCC1
    4	106	96	-9	-1	90	14	104
> COc1cc(CNc2ccccc2SC)cc(OC)c1OC
    -13	107	101	-2	9	94	0	106
> O=C(O)CC(c1ccc(OC2CCCC2)cc1)N1C(=O)c2ccccc2C1=O (stereo not drawn)
    -3	85	105	9	0	93	1	96
> O=C(COC(=O)CC1c2ccccc2CCN1S(=O)(=O)c1ccccc1)Nc1ccccc1 (stereo not drawn)
    -1	90	96	0	-2	88	-3	98
> CCOC(=O)C[C@H]1c2ccccc2S(=O)(=O)N1c1ccccc1
    0	116	101	4	-1	85	-7	90
> O=C(C[n+]1ccccc1)Nc1cc(C(F)(F)F)ccc1Cl
    8	105	104	3	0	112	4	108
> COC(=O)NNC(=O)c1ccccc1C
    0	100	99	13	-2	94	-1	103
> COc1ccc(OC)c2[nH]c(=O)c(CCNC(=O)C3CCCCC3)cc12
    4	107	105	6	-11	88	-1	104
> Cc1ccn2c(=O)nc(SCC(=O)Nc3ccc4c(c3)OCO4)nc2c1
    -8	109	99	-11	4	98	-5	100
> CC(=O)c1ccccc1NC(=O)COC(=O)/C(=C/c1ccccc1)n1nnnc1C
    2	113	101	3	6	95	13	105
> O=c1cc(-c2cccc(Cl)c2)oc2cccc(O)c12
    2	123	97	1	34	103	1	90
> O=C(COc1ccc(Cl)cc1)Nc1ccc2c(c1)nc1n2CCOC1
    2	102	105	0	7	94	7	104
> C/C=C/c1ccccc1OCc1ccc(C(=O)O)o1
    -7	110	100	-14	-1	107	2	96
> CC(=O)[C@@H]1[C@@H](C)N(Cc2ccccc2)C(=O)N[C@H]1c1cccc(C(F)(F)F)c1
    -3	105	97	5	-2	99	-4	88
> Cc1cc(C)c2cc(C#N)c(N3CCCN(S(=O)(=O)c4ccccc4)CC3)nc2c1
    -2	101	98	-7	2	115	5	103
> CC(OC(=O)/C=C/c1ccco1)C(=O)Nc1cccc([N+](=O)[O-])c1 (stereo not drawn)
    -5	100	98	3	2	100	2	119
> Cc1sc(NC(=O)CN2CCOCC2)nc1-c1ccc2c(c1)CCN2S(=O)(=O)c1ccccc1
    -2	102	99	8	-2	97	10	101
> Cc1ccc(C)c(NC(=O)CN2C(=O)COc3ccc(S(=O)(=O)N4CCCC4)cc32)c1
    2	101	107	2	2	97	-22	102
> COc1[nH]c2ccc(F)cc2c1C(=O)OCC1CCN(CCNS(C)(=O)=O)CC1
    1	110	101	9	0	98	7	101
> Cc1cccc(C(=O)/C=C2/c3ccccc3CC(C)(C)N2C)c1
    -5	91	95	-1	2	94	3	94
> COc1ccccc1N(CC(=O)NC1CCCC1)C(=O)c1oc(C(C)(C)C)cc1C
    -1	97	101	5	0	117	12	96
> O=C(O)CCc1nc(-c2cccs2)no1
    -4	99	102	5	3	100	-1	103
> Nc1ccccc1Nc1ccncc1[N+](=O)[O-]
    3	95	101	2	0	130	10	106
> CCN(CC(=O)Nc1ccc(NC(C)=O)cc1)C(=O)Cc1ccc(S(=O)(=O)N2CCOCC2)s1
    6	113	101	3	4	113	5	105
> S=C(Nc1ccccc1Cl)N(Cc1ccccc1)Cc1ccccn1
    -6	99	96	13	1	111	4	97
> CCCCn1c(SCC(=O)N2CCCCC2C)nc2cc(S(N)(=O)=O)ccc21 (stereo not drawn)
    5	91	·	16	1	93	-5	100
> CCOc1ccc(NC(=O)Nc2ccccc2C(N)=O)cc1
    2	105	111	7	-2	105	0	106
> CCN1CCN(CCCNC(=O)CNC(=O)c2nn(-c3ccc(OC)cc3)c(=O)c3ccccc23)CC1
    7	97	101	-5	1	99	-6	99
> COc1cccc(NC(=O)c2ccccc2F)c1
    4	131	96	5	-2	104	-5	95
> O=S(=O)(Nc1ccc(Cc2ccncc2)cc1)c1ccc(Cl)c(Cl)c1
    -1	101	100	-7	2	113	5	102
> COc1ccc(-n2cnc3ccccc32)cc1
    -3	120	97	-7	6	89	3	107
> CCOc1ccc(S(=O)(=O)N(CC(N)=O)c2ccc(C)cc2)cc1
    -2	97	102	0	0	107	14	97
> CC(=O)OCc1c(C(F)(F)F)nn(C)c1Sc1ccccc1
    0	85	101	12	-2	101	-10	109
> O=C(COc1ccccc1[N+](=O)[O-])Nc1cccc(S(=O)(=O)NC2=NCCCCC2)c1
    -2	99	98	-3	1	102	5	99
> COc1cccc(-c2sc3ccc(OC)cc3c2-c2ccc(O)cc2)c1
    -12	105	98	1	18	98	13	87
> CCC(=O)Nc1cccc(NC(=O)CSc2nc3c(c(=O)n(C)c(=O)n3C)n2C)c1
    -7	92	97	-12	1	104	15	110
> Cc1ccc(OCCn2cnc3c2c(=O)n(C)c(=O)n3C)cc1
    6	89	104	4	-1	103	5	121
> COc1cc(C)ccc1OCCOCCOc1ccccc1Br
    0	101	101	5	25	82	-1	85
> Cc1ccsc1/C=C(/C#N)C(=O)NCc1ccccc1
    -8	101	102	-6	3	94	10	93
> COCCN(C(=O)COC(=O)c1ccccc1Nc1ccccc1)c1c(N)n(Cc2ccccc2)c(=O)[nH]c1=O
    1	105	98	7	-2	98	4	104
> COc1ccc(COc2ccsc2C(=O)Nc2ccc(Cl)c(Cl)c2)cc1
    -4	107	101	6	17	123	-8	110
> CS(=O)(=O)c1ccccc1-c1nnc(NC(=O)C2=COCCO2)o1
    -4	104	110	-6	0	93	12	102
> COC(=O)NCC(c1ccco1)N1CCN(c2ccc(OC)cc2)CC1 (stereo not drawn)
    7	97	96	2	3	111	0	98
> COc1ccc(NC(=S)N2N=CCC2c2ccccc2)cc1 (stereo not drawn)
    11	90	101	0	1	111	-10	101
> Cc1cccc(NC(=S)N=Nc2c(O)n(C)c3ccc(S(=O)(=O)N4CCOCC4)cc23)c1
    -7	94	100	-11	-2	97	-1	102
> CCN(CC(=O)N1CCCCCC1)S(=O)(=O)c1ccc(Cl)cc1
    -2	111	104	3	-1	92	-9	109
> CCn1c(CC(=O)Nc2ccccc2)nnc1SCC(=O)N1CCOCC1
    -4	61	110	6	-1	105	1	96
> CC(OC(=O)C1=NNC(=O)CC1)C(=O)Nc1ncc(Cl)cc1Cl (stereo not drawn)
    4	106	98	6	2	102	-11	92
> COCCNCc1nc2sc(C)c(-c3ccccc3)c2c(=O)[nH]1
    3	82	104	-8	38	99	-7	102
> c1ccc(C2(CN3CCNC[C@H]3Cc3cccc4ccccc34)CC2)cc1
    4	114	105	-1	9	106	-1	105
> CCCCCCCC(=O)Oc1ccc(C(=O)Nc2cc(C)on2)cc1
    5	96	101	-10	3	88	-8	108

Screening data as filed in PubChem.
